Screening results as filed in PubChem BioAssay.
KCNQ2 inh: KCNQ2 potassium channel inhibitors, primary screen, cell-based, CHO-K1, FluxOR thallium flux, B-score (AID 2156). O88943. B-score at 10 µM. actives 1.1% (n = 310,000). 20 min; stronger effect = lower value;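 active means fluorescence ratio B-score at most minus 3 library SDs, with starting brightness B-score within 2 library SDs, cut at about -5.5 in these data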
CHT inh: human CHT choline transport inhibition; Q9GZV3; AID 488975; actives 0.86% (n = 310,000); CHT-expressing cells, membrane potential dye, choline response; stronger effect = lower value; B-score at 10 µM;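 active means B-score over 3 SD under the library average, and starting fluorescence ratio not unusually high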;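 further: choline stimulus applied at its EC90 after an EC20 pre-addition; B-score computed on integrated fluorescence ratio after choline addition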
Target sequence (Q9GZV3 whole entry, looked up): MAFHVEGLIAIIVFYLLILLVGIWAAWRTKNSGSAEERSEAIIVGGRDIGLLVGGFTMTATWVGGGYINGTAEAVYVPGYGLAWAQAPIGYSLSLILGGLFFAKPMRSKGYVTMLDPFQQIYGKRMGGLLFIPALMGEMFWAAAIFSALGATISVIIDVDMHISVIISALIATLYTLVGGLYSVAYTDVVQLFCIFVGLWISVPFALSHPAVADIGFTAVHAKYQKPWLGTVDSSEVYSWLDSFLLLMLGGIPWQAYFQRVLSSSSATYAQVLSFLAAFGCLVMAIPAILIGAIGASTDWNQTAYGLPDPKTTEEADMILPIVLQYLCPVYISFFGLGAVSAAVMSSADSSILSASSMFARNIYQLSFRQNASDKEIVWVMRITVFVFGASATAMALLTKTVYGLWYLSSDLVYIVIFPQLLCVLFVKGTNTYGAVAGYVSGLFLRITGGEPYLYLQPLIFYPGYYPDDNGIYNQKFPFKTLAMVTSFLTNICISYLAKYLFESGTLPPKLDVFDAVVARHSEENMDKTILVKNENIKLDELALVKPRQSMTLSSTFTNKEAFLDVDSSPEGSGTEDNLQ
* = called active by the depositor; i = inactive; . = not tested or not shown. Compounds as they come. Share with any hit: about 1.9%.

SMILES	KCNQ2 inh	CHT inh
CCOC(=O)CC1C(=O)NCCN1C(=O)c1cccc(C(F)(F)F)c1 (stereo not given)	i	i
COCCn1c(SCc2ccc(C(=O)OC)o2)nnc1-c1c[nH]c2ccccc12	i	i
COc1ccc(S(=O)(=O)N2CC(C)N(S(=O)(=O)c3ccc(OC)cc3)CC2C)cc1 (stereo not given)	i	i
COc1ccccc1-c1coc2c(CN3CCOCC3)c(O)ccc2c1=O	i	i
CCC1CCCCN1CCCNC(=O)C1CCN(c2ncnc3c2nc2n3CCCCC2)CC1 (stereo not given)	i	i
COC(=O)c1cccc(NC(=O)CCSc2ccc(Cl)cc2)c1C	i	i
O=C1C(Cl)=C(N2CCCCCC2)C(=O)N1c1ccccc1	i	i
O=C(Nc1ccc2c(c1)OCO2)c1cnc2n(c1=O)CCS2	i	i
C/C(=N\NC(=S)Nc1ccccc1C)c1cc2ccccc2o1	i	i
COc1ccccc1C(=O)N/C(=C/c1ccc(Br)cc1)C(=O)N1CCCC1	i	i
CCOC(=O)Cc1csc(NC(=O)/C=C/c2ccc(OC)cc2)n1	i	i
Nc1ccc(S(=O)(=O)Nc2nccc(/C=C/c3ccc(Cl)cc3)n2)cc1	i	i
O=c1[nH]c(-c2ccccc2O)nc2c1CCCC2	i	i
O=C(CSc1ccsc1[N+](=O)[O-])NCCc1ccc(Cl)cc1	i	i
COCCn1cc(C(=O)NCc2ccco2)c2c3ccccc3n(C)c2c1=O	i	i
Cc1ccc(CN(C)S(=O)(=O)c2c(C)noc2/C=C/N(C)C)cc1	i	i
Cc1nc(-n2[nH]c3c(c2=O)CCCC3)[nH]c(=O)c1Cc1ccccc1	i	i
O=S(=O)(NCc1ccccc1Cl)c1cnc[nH]1	i	i
CCOC(=O)Cn1c(=NC(=O)c2ccc([N+](=O)[O-])s2)sc2ccccc21	i	i
Cc1ccc(NC(=O)c2cc(S(=O)(=O)NCCc3ccccc3)ccc2F)cc1Cl	i	i
COC(=O)c1cc2sccc2n1Cc1nc(-c2cccc(Cl)c2)oc1C	i	i
FC(F)Oc1ccc(NC(=S)NC23CC4CC(CC(C4)C2)C3)cc1	i	i
Cc1ccc(Nc2nc(-c3sc(NC(=O)c4ccco4)nc3C)cs2)cc1	i	i
COc1ccc2c(c1)sc(N)[n+]2Cc1cc(C)cc2cccnc12	i	i
CCS(=O)(=O)N1CCN(c2ccc([N+](=O)[O-])c(NCC3CCCO3)c2)CC1 (stereo not given)	i	i
COc1cc(S(=O)(=O)N2CCC(N3CCCCC3)CC2)ccc1-n1cnnn1	i	.
COCCNC(=S)NC1CC2CCCC(C1)N2Cc1ccco1 (stereo not given)	i	i
Cc1ccc(NC(=O)CSc2nnc(C)c(=O)n2N)cc1Cl	i	i
CCC(C)(C(=O)NC1CCCC1)N(C(=O)CNC(C)=O)c1ccccc1 (stereo not given)	i	i
CCCS(=O)(=O)N1CCCC(C(=O)N2CCOCC2)C1 (stereo not given)	i	i
CCN(CC)C(=O)C(C)OC(=O)COc1ccc(Cl)cc1C (stereo not given)	i	i
COC(=O)c1ccc(C(=O)OC)c(NC(=O)C2CC2)c1	i	i
Cc1[nH]c(=O)[nH]c(=O)c1S(=O)(=O)N1CCN(c2cccc(Cl)c2)CC1	i	i
CCn1nc(C)cc1C(=O)N1CCCC(C(=O)c2ccc(Oc3ccccc3)cc2)C1 (stereo not given)	i	i
COc1ccc(Cl)cc1S(=O)(=O)NCc1ccncc1	i	i
CCOC(=O)c1cc(NC(=O)Nc2ccccn2)c(C)nc1C	i	i
S=C(c1ccc(-c2ccc(Cl)cc2Cl)o1)N1CCCC1	i	i
Cc1nn(CC(=O)NCc2ccccc2)c(=O)c2ccccc12	i	i
COc1ccc(C(=O)N/N=C(\C)Cn2cnc([N+](=O)[O-])n2)cc1	i	i
CCOP(=O)(OCC)c1nc(-c2cccc3ccccc23)oc1NCc1ccccc1	i	i
COc1ccc(OC(=O)N2CCOCC2)cc1	i	i
CCOc1ccc(N2C(=O)CC(N(Cc3ccco3)C(=O)CCC(=O)O)C2=O)cc1 (stereo not given)	i	i
Cc1noc(C)c1COc1cccc(C(=O)Nc2ccc(C#N)cc2)c1	i	i
COc1ccc(C(=O)OCC(=O)NC2CCCC2)c(OC)c1OC	i	i
COc1ccc(Cl)cc1NC(=O)CN1CCC(n2nnc3cc(F)ccc32)CC1	i	i
Cc1ccc(C(=O)Nc2cccc(C(O)c3ccccc3)c2)cc1 (stereo not given)	i	i
CCOCCNC(=O)c1ccc2c3c(cccc13)CC2	i	i
N#CC1=C(N)C(C#N)(C#N)[C@H](c2c(F)cccc2F)[C@H]2CC3(CC=C12)OCCO3	i	i
CCOC(=O)N1CCN(C(=O)CNC(=O)c2ccc(Br)cc2)CC1	i	i
CCn1c(SCC(=O)Nc2cc(C)on2)nnc1-c1ccc(S(=O)(=O)N2CCN(C)CC2)cc1	i	i
COc1ccc(-c2noc(-c3cccnc3)n2)cc1OC	i	i
CCN1C(=O)[C@@H]2[C@@H](c3ccc(SC4CCCCC4)cc3)N3CCCC[C@@]3(C(=O)OC)[C@@H]2C1=O	i	i
CC(=O)Nc1ccc(S(=O)(=O)N(CCCN2CCOCC2)Cc2cccs2)cc1	i	i
CC(C)n1nnnc1SCC(=O)NCc1ccc2c(c1)OCO2	i	i
CC(C)CCn1nnnc1C(c1ccc(F)cc1)N1CCN(C(=O)c2ccco2)CC1 (stereo not given)	i	i
CCCCc1nc2ccccc2c(NC(=O)CN2CCN(C)CC2)c1CCC	i	i
Cc1cc(C)c2c3c(sc2n1)C1(CCSCC1)C(C#N)=C(N)O3	i	i
Cc1ccc(Cl)cc1NC1=C/C(=N\S(=O)(=O)c2cccs2)c2ccccc2C1=O	i	i
COc1ccc2c(c1)c(=O)c(C(=O)c1ccccc1)cn2Cc1ccc(C)cc1	i	i
COC(CNC(=O)c1ccc2c(c1)ncn2-c1ccc(F)c(F)c1)OC	i	i
(more compounds)
SMILES	KCNQ2 inh	CHT inh
Cc1ccc(C(=O)Nc2cccc(C(=O)N/N=C/c3ccc(F)cc3)c2)cc1	i	i
COCc1cc(C)nc2sc(C(=O)NCCO)c(-n3cccc3)c12	i	i
COCCN=C1Sc2nc3c(C)cccc3cc2CN1Cc1ccco1	i	i
C=CCn1c(NCCO)nc2sc3c(c2c1=O)CCC3	i	i
CCN1/C(=C2\C(=O)N(C)C(=S)N2C)C=Cc2cc(C)ccc21	i	i
COc1ccc(NC(=O)c2nc[nH]c2C(=O)N2CCC(C)CC2)cc1	i	i
CNc1nc(OCC(F)(F)F)nc(OCC(F)(F)F)n1	i	i
O=C(C1=C[C@@H](c2ccc(Br)cc2)C[C@@H](OCCCCO)O1)N1CCN(Cc2ccccc2)CC1	i	i
COC(=O)CCC(=O)Nc1ccc(S(=O)(=O)Nc2nc(C)cc(C)n2)cc1	i	i
O=C(NCc1ccc2c(c1)OCO2)c1cccnc1	i	i
Cn1c(SCC(=O)Nc2cccc(F)c2)nc2c([nH]c3ccccc32)c1=O	i	i
C/C(=C\c1ccccc1)CN1CCN(c2ccccc2)CC1	i	i
O=C(COC(=O)C12CC3CC(CC(C3)C1)C2)Nc1nc2c(F)c(F)c(F)cc2s1	i	i
N#C/C(=C\c1ccc(O)cc1)C(=O)N1CCCC1	i	i
COc1ccc(OC)c(S(=O)(=O)N2CCC(C(=O)N3CCOCC3)CC2)c1	i	i
CCn1c(-c2csc3c2CCCC3)n[nH]c1=S	i	i
Cc1ccc(NS(=O)(=O)c2ccc(C)c(C(=O)N3CCOCC3)c2)cc1	i	i
O=C(c1ccccc1)c1ccc(OCC(O)CN2CCN(Cc3ccccc3)CC2)cc1 (stereo not given)	i	i
C/C(=N\Nc1cccc(Cl)c1)C1(C)N(O)C(C)(C)C(c2ccco2)=[N+]1[O-] (stereo not given)	-6.4*	i
CCCCC1=CC2=C(c3ccco3)C(=O)C(C)(OC(=O)c3ccc(OC)cc3)C(=O)C2=CN1C1CC1 (stereo not given)	i	i
CC(C)(C)c1ccc(OCC(=O)N2CCCCCC2)c(Br)c1	i	i
O=C1c2ccccc2C(=O)C12OC2c1ccc(Cl)cc1 (stereo not given)	i	i
CCCn1nnnc1NCc1cccc(OC)c1OC	i	i
CCOC(=O)/C(=N\Nc1cc(Cl)ccc1Cl)N1CCN(CC)CC1	i	i

The final 2 entries of the part above come first, to join the parts:
SMILES	KCNQ2 inh	CHT inh
CCCn1nnnc1NCc1cccc(OC)c1OC	i	i
CCOC(=O)/C(=N\Nc1cc(Cl)ccc1Cl)N1CCN(CC)CC1	i	i
O=C(Nc1ccc(NC(=O)c2ccccc2Cl)nc1)c1ccco1	i	i
O=C(CC1SC(=NCc2ccccc2)NC1=O)Nc1ccccc1 (stereo not given)	i	i
COCC(=O)OCC(=O)N1N=C(c2ccc(Cl)cc2)CC1c1ccco1 (stereo not given)	i	i
CCn1c(SCc2nc3ccccc3[nH]2)nnc1-c1ccncc1	i	i
CC(C(=O)NN)n1nnc(N2CCOCC2)n1 (stereo not given)	i	i
COc1ccc(Nc2cc(Sc3ccc(OC)cc3)ncn2)cc1	i	i
CCOCCCNC(=O)c1c[nH]c2cc(OC)ccc2c1=O	i	i
CN(C)CCCN(C(=O)c1ccc(S(=O)(=O)N2CCCC2)cc1)c1nc2c(F)cc(F)cc2s1	i	i
COC(=O)c1nn(Cc2ccccc2)c(=O)c2ccccc12	i	i
O=C(CSCc1ccccc1)N1CCN(c2ccccc2)CC1	i	i
Cn1c(SCC(=O)Nc2ccccc2)nnc1-c1ccc(NC(=O)CCc2ccccc2)cc1	i	i
CCC(=O)NC1CC2CCCC(C1)N2Cc1ccc(C)cc1 (stereo not given)	i	i
Cc1ccc(C2CN(c3ccccc3)CC2C(=O)c2ccc(F)cc2)cc1 (stereo not given)	i	i
CCCC1=NN(C(=O)CCc2ccccc2O)C(O)(C(F)(F)F)C1 (stereo not given)	i	i
COc1cc(OC)cc(C(=O)N[C@H](C(=O)NCCc2c[nH]c3ccccc23)C(C)C)c1	i	i
Cc1ccc(N2C(=O)CC(N3CCN(C4CCc5ccccc5C4)CC3)C2=O)cc1 (stereo not given)	i	i
COC(=O)c1ccc(C(=O)OC)c(NC(=S)N2CCN(c3cccc(Cl)c3)CC2)c1	i	i
Cc1ccc(S(=O)(=O)N2Cc3ccccc3CC2C(=O)Nc2ccc3c(c2)OCO3)cc1 (stereo not given)	-5.6*	i
CCOC(=O)c1cnc2c(-c3ccccc3OC)c(C)nn2c1C	i	i
Nc1ccccc1SCc1c(Cl)cccc1Cl	i	i
CC(n1cnnn1)C12CC3CC(CC(C3)C1)C2 (stereo not given)	i	i
Cc1ccc2c(C(=O)CN3CCCCC3)c(C)[nH]c2c1	i	i
CCn1cc(Cl)c(C(=O)Nc2nc3ccccc3n2CCN2CCCCC2)n1	i	i
CN(/N=C/C=C/c1ccccc1)C1=NS(=O)(=O)c2ccccc21	i	i

15 structures already listed, arranged by formula weight, smallest number first.
SMILES	KCNQ2 inh	CHT inh
CC(n1cnnn1)C12CC3CC(CC(C3)C1)C2 (stereo not given)	i	i
Cc1ccc2c(C(=O)CN3CCCCC3)c(C)[nH]c2c1	i	i
Nc1ccccc1SCc1c(Cl)cccc1Cl	i	i
COC(=O)c1nn(Cc2ccccc2)c(=O)c2ccccc12	i	i
CCC(=O)NC1CC2CCCC(C1)N2Cc1ccc(C)cc1 (stereo not given)	i	i
CCOCCCNC(=O)c1c[nH]c2cc(OC)ccc2c1=O	i	i
CCOC(=O)c1cnc2c(-c3ccccc3OC)c(C)nn2c1C	i	i
O=C(CSCc1ccccc1)N1CCN(c2ccccc2)CC1	i	i
CCCC1=NN(C(=O)CCc2ccccc2O)C(O)(C(F)(F)F)C1 (stereo not given)	i	i
Cc1ccc(C2CN(c3ccccc3)CC2C(=O)c2ccc(F)cc2)cc1 (stereo not given)	i	i
CCn1cc(Cl)c(C(=O)Nc2nc3ccccc3n2CCN2CCCCC2)n1	i	i
COc1cc(OC)cc(C(=O)N[C@H](C(=O)NCCc2c[nH]c3ccccc23)C(C)C)c1	i	i
COC(=O)c1ccc(C(=O)OC)c(NC(=S)N2CCN(c3cccc(Cl)c3)CC2)c1	i	i
Cn1c(SCC(=O)Nc2ccccc2)nnc1-c1ccc(NC(=O)CCc2ccccc2)cc1	i	i
CN(C)CCCN(C(=O)c1ccc(S(=O)(=O)N2CCCC2)cc1)c1nc2c(F)cc(F)cc2s1	i	i

(more compounds)
SMILES	KCNQ2 inh	CHT inh
COc1ccccc1NC(=O)Cc1c(F)cccc1Cl	i	i
O=C(Cc1cccs1)Nc1ccc(-c2nc3ccccc3[nH]2)cc1	i	i
Fc1cccc(Nc2nc3ccccc3n3cnnc23)c1	i	i
COCCn1c(=N)c(C(=O)NCc2ccco2)cc2c(=O)n3cc(C)ccc3nc21	i	i
O=C(CCc1nnc2n(Cc3ccccc3Cl)c(=O)c3ccccc3n12)NCCCN1CCOCC1	i	i
COc1cc(OC)c(-c2nc3ccccc3s2)cc1OC	i	i
Cc1ccc(-c2nc(CN(C)C3CCOC3)c(C)o2)s1 (stereo not given)	i	i
CCOC(=O)c1c(NC(=O)CN2C(=O)NC3(CCCCCC3)C2=O)sc(C)c1-c1ccc(C)cc1	i	i
CC(=O)CCc1c(C)nc2ccc(C(=O)O)cc2c1Cl	i	i
Cn1ncc(Br)c1C(=O)NC1CCCCCCC1	i	.
CC(C)[C@H](NC(=O)[C@H](Cc1ccccc1)n1c(=O)[nH]c2ccccc2c1=O)C(=O)N[C@@H](Cc1ccccc1)C(=O)O	i	i
O=C(NNc1ccccc1F)C1CCC1	i	i
Cc1ccc(NC(=O)CSc2ncccn2)cc1F	i	i
Cc1cc(-n2c(=S)sc3c(=O)n(-c4ccc(F)cc4)c(SCC(=O)O)nc32)ccc1Cl	i	i
Cc1nc2cc(NC(=O)Nc3cccc([N+](=O)[O-])c3)ccc2n1C	i	i
COc1ccc(/C=N/NC(=O)CNc2n[nH]c(=O)[nH]c2=O)cc1OC	i	i
CCOC(=O)N1CCN(C(=O)CNC(=O)c2ccc(Cl)cc2)CC1	i	i
CC(=O)Nc1cccc(-c2csc(Nc3cc(C)ccn3)n2)c1	i	i
c1csc(-c2ccc3ccccc3n2)c1	i	i
CCN1CCCC1CNC(=O)C(=O)NC(C)c1ccccc1 (stereo not given)	i	i
